JMJD2C inh = human JMJD2C demethylase inhibition | inhibition, % at 2.35 µM | GST-JMJD2C(1-420) H3K9me3 demethylation, DELFIA europium | 330,000 tested, 0.069% active | Q9H3R0;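 active = more than half of a compound's replicate wells show inhibition beyond 50%, single wells judged on their own value; inconclusive = some, but no more than half, of replicates pass 50% inhibition; inactive = no replicate passes 50% inhibition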;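 note: signal counts dimethyl H3K9 product captured on neutravidin plate; 0% = median of DMSO wells and 100% = 0.3 times that DMSO median; strong numbers were not always called active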
Target sequence (Q9H3R0 1-420 limits assumed): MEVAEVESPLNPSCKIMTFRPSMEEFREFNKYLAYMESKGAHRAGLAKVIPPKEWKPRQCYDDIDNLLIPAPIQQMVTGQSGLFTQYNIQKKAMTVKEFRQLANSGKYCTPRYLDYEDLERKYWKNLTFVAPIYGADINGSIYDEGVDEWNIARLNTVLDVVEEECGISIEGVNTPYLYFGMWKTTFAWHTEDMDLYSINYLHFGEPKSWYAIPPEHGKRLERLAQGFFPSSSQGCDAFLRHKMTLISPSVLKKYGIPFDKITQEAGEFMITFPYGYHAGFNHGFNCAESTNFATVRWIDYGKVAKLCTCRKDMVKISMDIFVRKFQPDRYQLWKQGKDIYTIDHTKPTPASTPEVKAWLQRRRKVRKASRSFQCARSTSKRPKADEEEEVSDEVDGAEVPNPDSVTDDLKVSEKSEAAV
GRK2 aptamer HTS = blocks RNA aptamer binding to human GRK2. bead flow cytometry, FAM-aptamer displacement from GRK2. inhibition of aptamer binding, % at 10 µM. 330,000 tested, 0.59% active;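 active = inhibition of aptamer binding above 40%, roughly 3 SD of noise, on plates passing a quality check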;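 note: median bead fluorescence of bound FAM aptamer so fluorescent compounds give negative values; no value below 0 was filed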
Target sequence (P25098 whole entry, looked up): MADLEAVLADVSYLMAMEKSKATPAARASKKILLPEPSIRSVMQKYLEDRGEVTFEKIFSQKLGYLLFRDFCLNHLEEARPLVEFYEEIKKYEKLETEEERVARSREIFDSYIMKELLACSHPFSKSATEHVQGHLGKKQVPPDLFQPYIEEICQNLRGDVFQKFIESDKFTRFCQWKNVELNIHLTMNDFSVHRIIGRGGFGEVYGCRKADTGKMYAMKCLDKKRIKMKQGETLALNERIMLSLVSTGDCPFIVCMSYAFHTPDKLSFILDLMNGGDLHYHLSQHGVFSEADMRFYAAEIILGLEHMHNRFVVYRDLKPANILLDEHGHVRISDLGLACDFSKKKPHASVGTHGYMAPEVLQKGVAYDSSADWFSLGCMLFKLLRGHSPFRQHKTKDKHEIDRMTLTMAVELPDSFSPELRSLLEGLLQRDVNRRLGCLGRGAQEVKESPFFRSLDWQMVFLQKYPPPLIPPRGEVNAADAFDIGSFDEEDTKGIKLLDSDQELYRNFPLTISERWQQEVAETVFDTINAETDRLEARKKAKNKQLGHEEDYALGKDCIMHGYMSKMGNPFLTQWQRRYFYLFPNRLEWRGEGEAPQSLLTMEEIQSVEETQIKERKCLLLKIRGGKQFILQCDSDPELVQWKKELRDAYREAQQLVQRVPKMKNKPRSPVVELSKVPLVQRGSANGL
AGP1 TOR yeast = yeast TOR pathway AGP1-GFP modulation. S. cerevisiae AGP1-GFP multiplex flow cytometry, 3 h; GFP as percent of DMSO wells. 320,000 tested, 0.02% active. GFP response vs DMSO, % at 10 µM;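 active = GFP response relative to DMSO above a set limit, near screen average plus 3 SD, cut at about 150% in these data; inconclusive = fewer than 70 cells counted for the yeast strain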;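 note: median GFP channel fluorescence of the gated AGP1 strain per well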
MEP2 TOR yeast = modulators of TOR pathway MEP2-GFP in S. cerevisiae. S. cerevisiae MEP2-GFP strain, flow cytometry GFP, 3 h; 100% = DMSO control level. GFP response vs DMSO, % at 10 µM. 330,000 tested, 0.51% active;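 active = GFP response versus DMSO above a set limit, roughly screen mean plus 3 SD, cut at about 180% in these data; inconclusive = fewer than 70 cells counted for a yeast strain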;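 note: median GFP fluorescence of the barcode-gated MEP2-GFP cells per well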
RPL19A TOR yeast = alters RPL19A-GFP fluorescence in TOR pathway yeast screen; S. cerevisiae RPL19A-GFP strain, flow cytometry, 3 h; hits give low values; percent response vs DMSO, % at 10 µM; 330,000 tested, 0.3% active; AID 2025;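 active = percent response vs DMSO below 50%; inconclusive = fewer than 70 events counted for the yeast strain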;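 note: median channel GFP fluorescence of the barcoded RPL19A-GFP strain; ratio of sample median GFP to plate DMSO average so 100% = DMSO; lower means less RPL19A-GFP as with rapamycin TOR inhibition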
CIT2 TOR yeast = yeast TOR pathway CIT2-GFP modulation; 320,000 tested, 0.065% active; S. cerevisiae CIT2-GFP strain, flow cytometry, 3 h; 100 means same as DMSO wells; GFP response vs DMSO, % at 10 µM;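 active = GFP response relative to DMSO above a set limit, near the screen mean plus 3 SD, cut at about 150% in these data; inconclusive = Fewer than 70 cells measured for a yeast strain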;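 note: ratio of well median GFP fluorescence to mean of DMSO wells on the plate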
LAP4 TOR yeast = yeast TOR pathway LAP4-GFP modulation; S. cerevisiae LAP4-GFP multiplex, flow cytometry GFP, 3 h; median GFP as percent of DMSO wells; GFP response vs DMSO, % at 10 µM; AID 2023; 320,000 tested, 0.34% active;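 active = GFP response vs DMSO above a set limit, about the screen mean plus 3 SD, cut at about 150% in these data; inconclusive = under 70 cell events counted for the yeast strain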
VLA-4 inh = inhibition in a human VLA-4 binding assay; P13612; VLA-4 expressing cells, ligand binding flow cytometry; inhibition, % (about 7 µM as worked out from the volumes in the protocol); 330,000 tested, 0.2% active; in the data active = inhibition above about 50%
Active calls of the source: *; ? = inconclusive; . = no result given; & = joins results of further samples; [ ] = dose if it differs, or a comment. An unsorted share of the library. Share with any hit: about 1.7%.

SMILES	JMJD2C inh	GRK2 aptamer HTS	AGP1 TOR yeast	MEP2 TOR yeast	RPL19A TOR yeast	CIT2 TOR yeast	LAP4 TOR yeast	VLA-4 inh
COc1ccccc1-c1nc(C#N)c(N2CCC(C(N)=O)CC2)o1	-30	0	99	102	101	97	98	3
COc1cc(-c2c(-c3ccc4c(c3)OCO4)noc2-c2ccsc2)ccc1F	-7	1	77	90	91	65	106	-3
COc1cc(NC(=S)NCC2CCCO2)c(OC)cc1Cl (stereo unspecified)	4	0	93	98	97	97	93	0
Cc1cccc(N(C(=O)c2csnn2)C(C(=O)NCc2ccccc2)c2ccc(C)o2)c1 (stereo unspecified)	-3	0	100	104	96	104	90	7
O=C(CC1SC(=Nc2ccccc2)N(Cc2ccccn2)C1=O)Nc1ccc(Br)cc1 (stereo unspecified)	2	2	97	90	101	102	91	5
CCCS(=O)(=O)N1CCN(C(=O)c2ccc(-c3ccccc3)cc2)CC1	-19	0	98	100	99	97	97	17
Cc1sc2ncn(CCC(=O)O)c(=O)c2c1C	0	1	107	94	94	110	95	27
CCC1=NN(C(=O)Cc2ccc([N+](=O)[O-])cc2)C(O)(C(F)(F)F)C1 (stereo unspecified)	6	0	.	98	100	.	.	1
O=C(O)CCC(=O)NNc1ncnc2ccccc12	-18	2	105	113	103	103	112	50*
CN(C)/C=C/C1=CC(=O)CC(C)(C)C1	4	3	99	101	94	92	102	-1
Cc1c(C(=O)N/N=C/C(C)C)[nH]c2ccc([N+](=O)[O-])cc12	26	2	102	105	107	104	92	13
COc1ccccc1NC(=S)NC(=O)CCc1ccccc1	0	1	94	92	98	90	114	0
O=C(Nc1ccc(C(=O)Oc2ccccc2)c(O)c1)c1ccccc1	-2	0	94	105	103	101	98	2
CC[C@H](C)[C@H](NC(N)=O)C(=O)NCCc1ccc(Cl)cc1Cl	-17	0	107	94	96	94	101	-1
Nc1cccc(C(=O)NCCNC(=O)c2cccc(N)c2)c1	3	1	106	107	103	108	103	-7
Cc1ccc([C@@H]2CC=C(C(=O)O)[C@H](c3ccccc3F)N2S(=O)(=O)c2ccccc2C)cc1	.	1	94	98	99	96	92	-1
COC(=O)COc1ccc(S(=O)(=O)Nc2ccc(NC(C)=O)cc2)cc1C	-2	0	98	95	97	88	101	0
O=c1cc(-c2ccccc2Cl)oc2cc(O)cc(O)c12	-6	9	84	86	97	89	91	16
CC1CCCCN1Cc1c(O)ccc2c(=O)c(-c3ccc(Cl)cc3)coc12 (stereo unspecified)	0	0	91	111	99	96	102	14
O=C1CCCc2cc3c(cc21)CC1(C3)Cc2cc3c(cc2C1)C(=O)CCC3	-3	0	90	93	91	89	99	15
O=C(Nc1ccn(Cc2c(F)c(F)cc(F)c2F)n1)c1ccc(COc2ccc(Cl)cc2Cl)o1	-8	11	.	102	103	111	99	13
C/C(=N\NC(=O)c1c(C)nc2ccccn12)c1ccc(C(C)(C)C)cc1	-5	0	103	112	113	112	92	35
COc1ccc(-c2cc(=O)[nH][nH]2)cc1	5	0	114	111	109	116	116	-3
OCCN(CCO)CC(O)COc1ccc2c(c1)OCO2 (stereo unspecified)	3	3	109	101	104	105	104	2
CCn1c(NC(=O)c2cccs2)nc2ccccc21	-12	2	85	96	91	90	92	5
CC(C)Oc1ccc(C(=O)Nc2ccc([N+](=O)[O-])cc2)cc1	-6	3	59	116	83	99	107	3
O=C(CSc1ncnc2[nH]ncc12)Nc1nc(-c2ccc(F)c(F)c2)cs1	-8	3	99	92	97	101	100	-1
COc1ccccc1N1CCN(C(=O)c2cc(-c3ccc(Cl)cc3)on2)CC1	8	0	.	108	105	113	111	1
CCCN1CNC(=S)N(c2ccccc2OCC)C1	7	0	96	95	104	98	107	-1
COc1cccc(-n2nnc3c(=O)n(Cc4ccc(F)cc4)cnc32)c1	7	0	97	108	99	100	108	-1
Cc1c(CN2CCc3c([nH]c4ccccc34)C2CC(C)C)cnn1C (stereo unspecified)	3	0	95	95	94	83	103	-11
CC1CCN(CCc2nc3cc(NS(=O)(=O)c4ccccc4)ccc3n2C)CC1	0	0	100	97	97	104	105	-2
O=C(CCl)c1cc2c3c(c1)CC(=O)N3CCC2	-32	2	112	114	111	106	77	0
CCN(CC)S(=O)(=O)c1ccc(C(=O)NCC2CCCCC2)cc1	-3	0	?	194*[may fluoresce violet]	30*[may fluoresce violet]	?	57[may fluoresce violet]	6
O=C(/C=C/c1ccc(Cl)cc1)c1ccc([N+](=O)[O-])o1	8	0	?	279*[may fluoresce violet]	42*[may fluoresce violet]	?	60[may fluoresce violet]	-2
O=C1N/C(=C\c2ccccc2)c2ccccc21	6	1	94	92	99	91	113	8
Cc1ccc(C)c(NS(=O)(=O)c2ccc(-c3coc(C)n3)cc2)c1	5	0	92	95	98	95	89	3
CCOC(=O)c1sc(Nc2nc3cc4c(cc3s2)OCO4)cc1C	2	1	92	100	96	88	95	-3
NC(=O)c1nsc(C(=O)N(Cc2cccnc2)C(C(=O)NC2CCCC2)c2ccc(F)cc2)c1N (stereo unspecified)	-5	1	95	98	92	91	86	7
COc1ccc(C2=C(CN(C)C)C(c3ccccc3)c3ccccc3O2)cc1 (stereo unspecified)	-6&-2	0&0	99&101	106&96	94	108&98	94&96	4&26

Brought forward from above: 3 entries; new compounds follow.
SMILES	JMJD2C inh	GRK2 aptamer HTS	AGP1 TOR yeast	MEP2 TOR yeast	RPL19A TOR yeast	CIT2 TOR yeast	LAP4 TOR yeast	VLA-4 inh
CCOC(=O)c1sc(Nc2nc3cc4c(cc3s2)OCO4)cc1C	2	1	92	100	96	88	95	-3
NC(=O)c1nsc(C(=O)N(Cc2cccnc2)C(C(=O)NC2CCCC2)c2ccc(F)cc2)c1N (stereo unspecified)	-5	1	95	98	92	91	86	7
COc1ccc(C2=C(CN(C)C)C(c3ccccc3)c3ccccc3O2)cc1 (stereo unspecified)	-6&-2	0&0	99&101	106&96	94	108&98	94&96	4&26
CCc1cc2c(SCC(=O)c3ccccc3)ncnc2s1	11	0	87	93	95	88	102	-8
Cc1nn(C(C)C(=O)N2CCOCC2)c(=O)c2nn(-c3ccccc3)c(C)c12 (stereo unspecified)	5	0	104	102	97	104	116	-2
COc1cc(OC)c(NC(C)C(=O)N2CCCC2)cc1Cl (stereo unspecified)	0	4	103	101	99	96	99	0
CC(C)(C)c1ccc(C(=O)NNc2cc(N3CCOCC3)nc(N3CCOCC3)n2)cc1	-9	7	105	99	94	96	105	15
COc1ccccc1CN1CC(C(=O)NCc2cccc(C)n2)CCC1=O (stereo unspecified)	0	1	101	103	99	101	92	5
CC(=O)c1sc(NC(=O)CSC(C)C(=O)Nc2cc(C)on2)nc1-c1ccccc1 (stereo unspecified)	38	1	105	103	100	104	110	-3
O=C1c2ccccc2CN1C(CO)Cc1ccccc1 (stereo unspecified)	2	2	100	105	101	105	90	11
CC(C)CC(=O)OCC(=O)Nc1ccccc1Sc1ccccc1	13	2	99	107	104	100	91	-1
CCOC(=O)c1ccc(NC(=O)Nc2cc(C)cc(C)n2)cc1	5	2	106	101	107	103	102	39
CCN(CC)CCNC(=O)c1ccc(NC(=O)c2ccc(Cl)c(S(=O)(=O)N3CCCCCC3)c2)cc1	1	1	100	104	95	88	104	12
COc1ccc(C(=O)CNc2ccccc2CO)cc1	20	0	102	92	96	95	116	-6
Cc1ccc2[nH]c(=O)c(CN(CCO)Cc3nnnn3CCc3ccccc3)cc2c1	3	4	104	102	99	98	98	3
NC(=O)C1CCN(C(=S)NCc2ccc3c(c2)OCO3)CC1	-2	0	97	110	100	101	90	0
S=C(NC1CC1)N1CCCc2ccccc21	12	2	95	98	97	100	103	15
FC(F)(F)c1cccnc1-n1cncn1	-8	0	112	94	93	110	95	1
CCOCCCNC(=O)c1ccc2c(=O)n(Cc3ccc4c(c3)OCO4)c(=S)[nH]c2c1	5	1	94	96	102	100	89	-1
CC1=NN(C(C#N)c2ccc(F)cc2)C(C)(C)C1 (stereo unspecified)	-5	4	104	102	104	99	94	0
COc1ccc(OCCCC(=O)Nc2ncn[nH]2)cc1	-5	0	101	107	105	99	94	-10
CCN(CC(=O)NCc1ccc(F)cc1)C(=O)Cc1c(F)cccc1Cl	6	2	90	109	107	101	101	25
CC(=O)NC(Cc1ccc(F)cc1)C(=O)NC1CCN(c2ncccc2[N+](=O)[O-])CC1 (stereo unspecified)	8	0	95	95	97	93	93	-9
Cc1cc(C)cc(NCc2cc3c(cc2[N+](=O)[O-])OCO3)c1	6	0	102	94	95	96	103	5
CCOC(=O)N1CCC(N(CCN(C)C)C(=S)Nc2cccc(OC)c2)CC1	-1	2	98	101	99	98	99	-2
CCOn1c(=O)c(=O)n(OC)c2ccccc21	1	4	97	98	95	90	100	-10
Cc1cccc(-n2ncc3c(N4CCCC4)ncnc32)c1	4	0	96	104	96	96	125	-7
CC(/C=C/c1ccccc1)NC(N)=O (stereo unspecified)	-3	0	98	95	95	99	98	13
Cn1c(=O)c2c(nc(CN3CCC(C(N)=O)CC3)n2Cc2ccccc2Cl)n(C)c1=O	1	2	105	101	100	98	102	-2
CC(=O)c1cccc(CN2CCN(CCc3ccccc3)C(CCO)C2)c1 (stereo unspecified)	-14	3	102	91	94	94	101	16
O=C(c1ccc2c(c1)OCO2)N1CCN(S(=O)(=O)c2ccc(Br)cc2Cl)CC1	-1	2	92	87	93	97	86	19
CCOC(=O)CCn1c2nc(C)cc(C)c2c(=O)n1-c1ccccc1	1	1	96	101	99	89	98	3
O=C(NCC1CCCO1)c1cc2cc(Cl)ccc2[nH]1 (stereo unspecified)	-3	0	94	106	101	89	96	-2
O=C(Nc1ccc(Cl)cc1)Nc1nnc(/C=C/c2ccccc2)s1	1	0	98	93	97	95	104	-4
CCOC(=O)CSc1nc(N)c2c3c(sc2n1)CCCC3	0	1	94	95	97	83	102	-35
CCc1nnc(NC(=O)CSc2nc3cc4c(cc3cc2CC)OCCO4)s1	-1	0	108	109	97	103	97	-8
Cc1ccc(Sc2nc3c(c(=O)[nH]c(=O)n3C)n2CCc2ccccc2)cc1	.	0	88	88	101	93	89	12
Cc1c(C)c2ccc(OC(C)C(=O)NCc3ccccn3)cc2oc1=O (stereo unspecified)	13	3	97	105	94	99	84	37
Cc1ccc(C(=O)NNC(=O)c2ccc(Br)s2)cc1S(=O)(=O)N1CCOCC1	-7	0	105	102	98	106	100	-7
CC(C)NC(=O)CSc1ccccc1C(=O)NNC(=O)Cn1ccc(C(F)(F)F)n1	3	1	102	92	98	96	105	2
CCOc1cc(/C=C2/C(=N)N3N=C(C)SC3=NC2=O)ccc1OS(=O)(=O)c1ccc(C)cc1	5	0	104	105	104	103	104	3
O=C(NCCC(=O)N1CCOCCOCCOCCOCC1)OCc1ccccc1	3	2	102	103	100	102	108	-5
Cc1cc(SCC(=O)c2ccccc2)n2nc(C)nc2n1	32	0	105	108	104	100	114	17
COc1cc2c(cc1OC)C(C)N(S(=O)(=O)c1cnc(Cl)c(Cl)c1)CC2 (stereo unspecified)	1	1	91	91	94	96	91	22
O=C(COC(=O)c1ccc(Cl)nc1)NCc1ccco1	2	0	99	99	95	98	96	18
COc1ccc(C(=O)Nc2ccc(N3CCCC3)cc2)cc1Br	9	2	102	101	102	96	114	9
CCOC(=O)C1=C(C)NC(=O)NC1c1cccs1 (stereo unspecified)	23	0	105	94	97	106	99	19

Compound activity (PubChem BioAssay)
